# Screens: PubChem BioAssay, Broad Institute
# EZH2 inh = blocks human EZH2/PRC2 H3K27 methylation | DELFIA TRF, 1 h | inhibition, % at 12.5 µM | 57,000 tested, 0.35% active | AID 651548;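 active = mean inhibition of replicates at least 50% and every single replicate also reaching 50%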;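 also: dimethyl H3K27 on biotinylated H3 21-44 peptide detected by antibody; plate controls were median neutral control wells for no effect and median positive control wells for full effect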
# IDH1 mut inh = IDH1 R132H (human) inhibition. O75874. 70,000 tested, 0.18% active. IDH1 R132H reductase, diaphorase/resazurin fluorescence, 60 min. inhibition, % at 10 µM; in the data active = inhibition above about 34%;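 also: 0% = DMSO and 100% = no enzyme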
# Target sequence (O75874 whole entry R132H): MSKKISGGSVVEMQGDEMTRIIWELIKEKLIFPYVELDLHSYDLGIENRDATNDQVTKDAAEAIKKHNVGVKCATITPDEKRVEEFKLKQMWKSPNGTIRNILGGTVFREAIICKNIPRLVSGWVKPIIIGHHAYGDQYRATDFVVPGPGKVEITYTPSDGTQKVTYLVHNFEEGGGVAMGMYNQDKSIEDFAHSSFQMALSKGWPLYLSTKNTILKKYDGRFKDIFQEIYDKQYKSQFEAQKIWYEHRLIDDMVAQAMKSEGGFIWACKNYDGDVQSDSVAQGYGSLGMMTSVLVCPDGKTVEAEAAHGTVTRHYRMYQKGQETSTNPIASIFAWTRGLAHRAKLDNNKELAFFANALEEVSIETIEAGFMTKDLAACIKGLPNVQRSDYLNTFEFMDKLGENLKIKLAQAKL
# Active calls of the source: *; . = no result given.
# Results follow in this order: EZH2 inh | IDH1 mut inh
C[C@@H]1CN([C@@H](C)CO)C(=O)c2cccc(NC(=O)CCCCCC(=O)Nc3ccccc3N)c2O[C@H]1CN(C)C(=O)Nc1ccc2c(c1)OCO2
  4.3 | .
COc1ccc(-c2nnc(SCc3ccc(OC)c([N+](=O)[O-])c3)n2-c2ccccc2)cc1
  43.1 | 0.1
C/C=C/c1ccc2c(c1)O[C@@H](CN(C)C(C)=O)[C@@H](C)CN([C@H](C)CO)S2(=O)=O
  -4.9 | -2.7
C=C1C[C@@H]2COC(=O)[C@]2(Cc2ccc3ccccc3c2)C1
  11.3 | -1.7
C[C@@H]1CN([C@H](C)CO)C(=O)c2cccc(NC(=O)CCCCCC(=O)Nc3ccccc3N)c2O[C@@H]1CN(C)C
  -3.7 | 0.0
COc1ccc(C#Cc2ccc3c(c2)O[C@H](CN(C)S(=O)(=O)c2ccccc2F)[C@H](C)CN([C@@H](C)CO)S3(=O)=O)cc1
  -13.6 | -0.1
COc1ccc(N2C(=O)N(c3ccc(F)cc3)C(=O)C2CC(=O)Nc2ccc(F)cc2)cc1 (stereo not drawn)
  -3.8 | 0.2
O=C(O)c1ccc(OCC(O)Cn2cnc3ccccc32)cc1 (stereo not drawn)
  -5.0 | -0.3
Cc1noc(C)c1S(=O)(=O)N(C)C[C@@H]1Oc2ccc(NC(=O)Cc3cn(C)c4ccccc34)cc2CC(=O)N([C@H](C)CO)C[C@H]1C
  . | -16.8
COc1cccc(-c2cn(CC[C@H]3CC[C@H](NC(=O)CC4CC4)[C@H](CO)O3)nn2)c1
  7.5 | 0.0
CCCNC(=O)N(C)C[C@H]1Oc2ncc(C#CC3(O)CCCC3)cc2C(=O)N([C@@H](C)CO)C[C@H]1C
  5.3 | 0.3
CO[C@H]1CN(C)C(=O)c2ccc(NS(=O)(=O)c3cccc(C)c3)cc2OC[C@H](C)NC[C@H]1C
  -2.2 | 0.5
CC(C)NC(=O)N(C)C[C@@H]1OCc2ccccc2-c2c(n(C)c3ccccc23)C(=O)N([C@H](C)CO)C[C@@H]1C
  10.5 | -11.5
Cc1cc(Cc2c(O)nc(SCc3ccccc3)[nH]c2=O)ccc1OC(C)C
  -1.4 | 0.6
Cc1noc(C)c1S(=O)(=O)N(C)C[C@H]1Oc2ccc(NC(=O)Nc3ccc(F)cc3)cc2CC(=O)N([C@H](C)CO)C[C@@H]1C
  . | 1.1
CCC1Nc2ccccc2-c2nnc(SC)nc2O1 (stereo not drawn)
  5.7 | 1.2
C[C@@H]1CN([C@@H](C)CO)C(=O)Cc2cc(NC(=O)Nc3ccc(F)cc3)ccc2O[C@@H]1CN(C)C(=O)Nc1cccc2ccccc12
  . | 3.1
O=C(C[C@@H]1C[C@@H]2c3cc(NC(=O)C4CCC4)ccc3O[C@@H]2[C@H](CO)O1)NCc1ccc2c(c1)OCO2
  -28.5 | 0.2
COc1cccc(NC(=O)CSc2nnc(-c3cccc(OC)c3)n2-c2ccc(Cl)cc2)c1
  19.5 | 0.1
CO[C@H]1CN(C)C(=O)c2cc(NC(=O)Nc3cccc(F)c3)ccc2OC[C@@H](C)NC[C@@H]1C
  -1.5 | 0.1
C[C@H]1CN([C@@H](C)CO)C(=O)Cc2cc(NS(=O)(=O)c3cn(C)cn3)ccc2O[C@@H]1CN(C)Cc1ccccc1
  -1.5 | 1.5
C[C@@H]1CN([C@H](C)CO)C(=O)c2cc(NS(=O)(=O)c3cn(C)cn3)ccc2O[C@@H](C)CCCCO[C@@H]1CN(C)Cc1ccccc1
  . | -1.8
C[C@@H]1CN([C@@H](C)CO)C(=O)c2ccccc2-c2ccccc2CO[C@H]1CN(C)C(=O)CCN(C)C
  7.2 | 0.3
Cc1noc(C)c1S(=O)(=O)Nc1ccc2c(c1)C(=O)N([C@@H](C)CO)C[C@@H](C)[C@H](CN(C)C(=O)c1ccccc1)OCCCC[C@@H](C)O2
  . | 0.2
C=CCOC(=O)[C@H]1[C@@H]2C(=O)O[C@@H](c3ccccc3)[C@@H](c3ccccc3)N2[C@@H](c2ccc(OCCOC(=O)[C@@H]3C[C@@H]4C(=O)NCC(=O)N4[C@@H]3c3cccc(OCCO)c3)cc2)[C@]12C(=O)Nc1ccc(I)cc12
  -31.5 | 0.1
CO[C@H]1CN(C)C(=O)c2ccc(NS(=O)(=O)c3ccccc3F)cc2OC[C@H](C)NC[C@H]1C
  -0.8 | 0.2
CCc1nc(SCC(=O)Nc2cccc(Cl)c2)n[nH]1
  -8.2 | 0.5
CO[C@@H]1CN(C)C(=O)c2cc(NC(=O)c3cnccn3)ccc2OC[C@@H](C)N(C)C[C@@H]1C
  -7.1 | 0.1
CO[C@H]1CN(C)C(=O)c2cc(NC(C)=O)ccc2OC[C@@H](C)N(CCc2ccccc2)C[C@H]1C
  3.8 | -0.1
O=c1cc(-c2ccccc2)nc(Cc2c(Cl)cccc2Cl)[nH]1
  -15.5 | 0.5
O=S(=O)(N[C@@H]1CC[C@H](CCn2cc(-c3cccnc3)nn2)O[C@@H]1CO)c1ccc(F)cc1
  1.8 | 0.1
O=C(N[C@H]1CC[C@H](CCNS(=O)(=O)c2ccc(Cl)cc2)O[C@@H]1CO)c1cccc(F)c1
  5.0 | -0.5
C[C@H](CO)N1C[C@H](C)[C@H](CN(C)Cc2ccc(Cl)c(Cl)c2)Oc2c(NS(=O)(=O)c3ccccc3)cccc2C1=O
  -8.5 | 1.3
COc1cccc(S(=O)(=O)Nc2ccc(C(=O)Nc3ccc4c(c3)OCCO4)cc2)c1
  0.7 | -0.2
C[C@H]1CN([C@@H](C)CO)C(=O)c2cc(NS(=O)(=O)c3ccc(Cl)cc3)ccc2O[C@@H]1CN(C)Cc1ccc2c(c1)OCO2
  9.0 | 1.7
COc1ccc(CN(C)C[C@H]2Oc3ccc(NC(=O)Nc4ccc(C(F)(F)F)cc4)cc3CC(=O)N([C@@H](C)CO)C[C@H]2C)cc1
  . | 0.5
COCC(=O)Nc1ccc2c(c1)OC[C@H](C)NC[C@@H](C)[C@@H](OC)CN(C)C2=O
  -0.8 | -0.1
COc1ccc(NC(=O)Nc2ccc3c(c2)CC(=O)N([C@@H](C)CO)C[C@@H](C)[C@H](CN(C)Cc2ccc(Oc4ccccc4)cc2)O3)cc1
  . | -0.1
COc1cc(-c2cc(O)c(OC)c(OC)c2)cc(O)c1OC
  . | -0.1
CC(C)NC(=O)N(C)C[C@H]1OCCCC[C@H](C)Oc2ccc(NC(=O)c3ccncc3)cc2C(=O)N([C@H](C)CO)C[C@@H]1C
  -0.8 | 2.1
C[C@H]1CN([C@@H](C)CO)C(=O)c2cc(C3=CCCC3)cnc2O[C@@H]1CN(C)C(=O)c1ccccc1
  11.5 | 1.3
O=C(/C=C/CCc1ccc2c(c1)OCO2)N1CCCCC1
  . | 0.0
CNC[C@@H]1OCc2cn(nn2)CCCC(=O)N([C@@H](C)CO)C[C@H]1C
  1.5 | -0.1
C[C@@H]1CN([C@H](C)CO)C(=O)c2cc(-c3ccc(C(=O)N(C)C)cc3)cnc2O[C@H]1CN(C)C
  -9.9 | 0.3
Cc1cc(OCC(=O)Nc2ccccc2CO)cc(C)c1Br
  -1.0 | 0.0
COc1ccccc1C#Cc1cnc2c(c1)C(=O)N([C@H](C)CO)C[C@@H](C)[C@@H](CN(C)C(=O)c1ccc3c(c1)OCO3)O2
  -16.9 | -0.1
C[C@@H](NC(=O)C[C@@H]1CC[C@H](NC(=O)CN2CCOCC2)[C@H](CO)O1)c1ccccc1
  -13.8 | 0.3
O=C(CN1CCOCC1)NCC[C@@H]1CC[C@H](NS(=O)(=O)c2ccc(F)cc2)[C@H](CO)O1
  6.4 | 0.2
Cc1cc(=O)[nH]c(SC(C)C(=O)Nc2cccc(Cl)c2)n1 (stereo not drawn)
  5.1 | 0.2
CC(C)CC#Cc1cnc2c(c1)C(=O)N([C@H](C)CO)C[C@H](C)[C@H](CN(C)C(=O)Nc1ccccc1F)O2
  0.9 | -4.4
C[C@H](CO)N1C[C@H](C)[C@H](CN(C)Cc2ccc(C(=O)Nc3ccccc3N)cc2)Oc2c(NC(=O)c3nc4ccccc4s3)cccc2C1=O
  -28.2 | -0.3
C[C@@H]1CN([C@H](C)CO)C(=O)Cc2cc(NC(=O)Cc3ccccc3)ccc2O[C@H]1CN(C)Cc1ccc(C(F)(F)F)cc1
  -19.4 | 0.5
C[C@H]1CN([C@@H](C)CO)C(=O)c2cccc(NC(=O)Nc3ccc(C(F)(F)F)cc3)c2O[C@@H]1CN(C)Cc1ccc(C(F)(F)F)cc1
  . | 0.1
c1ccc2c3c([nH]c2c1)[C@H]1C2CCC([C@@H]4CCCN[C@H]24)N1CC3 (stereo partly drawn)
  . | 0.3
Cc1ccc2c(c1)c1c(n2CC(O)Cn2nc(C)c(Br)c2C)CCCC1 (stereo not drawn)
  24.3 | 0.3
C/C(=C\CC[C@@H](C)[C@H]1CC[C@@]2(C)C3CC[C@H]4C(C)(C)[C@@H](OC5OC(CO)C(OC6OC(CO)C(O)C(O)C6O)C(O)C5O)CC[C@@]45C[C@@]35CC(O)[C@]12C)C(=O)O (stereo partly drawn)
  -13.3 | 2.3
Cc1noc(C)c1NC(=O)N(C)C[C@@H]1Oc2ccc(NC(=O)NC(C)C)cc2CC(=O)N([C@@H](C)CO)C[C@@H]1C
  . | 0.2
C[C@H]1CN([C@@H](C)CO)C(=O)c2cc(NC(=O)Nc3ccc4c(c3)OCO4)ccc2O[C@@H]1CN(C)CC1CCCCC1
  -6.4 | 0.0
CCCNC(=O)C[C@@H]1C[C@H]2c3cc(NC(=O)CN(C)C)ccc3O[C@H]2[C@@H](CO)O1
  13.3 | 0.4
CNC[C@H]1Oc2cc(C#C[C@@H](C)O)ccc2S(=O)(=O)N([C@@H](C)CO)C[C@@H]1C
  -15.8 | -1.2

# Arranged by formula weight (descending): some entries from above
# Results follow in this order: EZH2 inh | IDH1 mut inh
C[C@H](CO)N1C[C@H](C)[C@H](CN(C)Cc2ccc(C(=O)Nc3ccccc3N)cc2)Oc2c(NC(=O)c3nc4ccccc4s3)cccc2C1=O
  -28.2 | -0.3
C[C@@H]1CN([C@H](C)CO)C(=O)Cc2cc(NC(=O)Cc3ccccc3)ccc2O[C@H]1CN(C)Cc1ccc(C(F)(F)F)cc1
  -19.4 | 0.5
O=C(CN1CCOCC1)NCC[C@@H]1CC[C@H](NS(=O)(=O)c2ccc(F)cc2)[C@H](CO)O1
  6.4 | 0.2
Cc1ccc2c(c1)c1c(n2CC(O)Cn2nc(C)c(Br)c2C)CCCC1 (stereo not drawn)
  24.3 | 0.3
CCCNC(=O)C[C@@H]1C[C@H]2c3cc(NC(=O)CN(C)C)ccc3O[C@H]2[C@@H](CO)O1
  13.3 | 0.4
c1ccc2c3c([nH]c2c1)[C@H]1C2CCC([C@@H]4CCCN[C@H]24)N1CC3 (stereo partly drawn)
  . | 0.3

# Next part
# Results follow in this order: EZH2 inh | IDH1 mut inh
C[C@H](CO)N1C[C@H](C)[C@H](CN(C)S(=O)(=O)c2cccc(F)c2)Oc2ncc(-c3ccccc3)cc2C1=O
  25.2 | 0.8
C[C@@H]1CN([C@H](C)CO)C(=O)c2cc(C#CCN(C)C)cnc2O[C@@H]1CN(C)C(=O)Cc1cccnc1
  22.0 | -1.0
CNC[C@@H]1Oc2cc(C#CC(C)C)ccc2S(=O)(=O)N([C@H](C)CO)C[C@H]1C
  . | 3.1
COc1ccc(S(=O)(=O)N(C)C[C@@H]2OCCCC[C@H](C)Oc3ccc(NC(=O)Nc4ccc(C(F)(F)F)cc4)cc3C(=O)N([C@H](C)CO)C[C@@H]2C)cc1
  . | -0.1
C[C@@H]1CN([C@@H](C)CO)C(=O)c2cccc(NC(=O)c3ccncc3)c2O[C@@H]1CN(C)S(=O)(=O)c1ccccc1
  11.5 | .
CCOc1ccccc1NC(=S)NCc1ccco1
  2.9 | 0.7
C[C@H]1CN([C@@H](C)CO)C(=O)c2cc(C#Cc3cccc(F)c3)cnc2O[C@H]1CN(C)C(=O)C1CCC1
  . | -0.3
C[C@H](CO)N1C[C@H](C)[C@@H](CN(C)Cc2ccc(Oc3ccccc3)cc2)Oc2ccc(N(C)C)cc2C1=O
  0.9 | 0.6
COc1ccc(Cl)cc1NC(=O)COc1ccccc1[N+](=O)[O-]
  -6.4 | 0.0
Cc1c[nH]c(=O)n(CCCN2CCN(c3ccccc3OCC(F)(F)F)CC2)c1=O
  0.1 | -1.1
COCC#Cc1ccc2c(c1)O[C@H](CN(C)C(=O)CC1CC1)[C@@H](C)CN([C@H](C)CO)S2(=O)=O
  -1.6 | -0.9
C[C@H](CO)N1C[C@H](C)[C@H](CN(C)C(=O)Nc2ccccc2)Oc2ccc(NC(=O)CCCCCC(=O)Nc3ccccc3N)cc2CC1=O
  16.8 | 0.3
O=C(CNS(=O)(=O)c1cc(Cl)ccc1Cl)Nc1ccc(Br)cc1F
  1.8 | 0.4
Cc1noc(C)c1S(=O)(=O)Nc1ccc2c(c1)C(=O)N([C@@H](C)CO)C[C@H](C)[C@H](CN(C)S(=O)(=O)c1cccs1)OCCCC[C@H](C)O2
  . | 0.6
Cc1sc2ncnc(SCC(=O)Nc3nsc(-c4ccccc4)n3)c2c1C
  . | -0.4
C[C@@H]1CN([C@H](C)CO)C(=O)c2cc(NC(=O)CCN3CCOCC3)ccc2O[C@@H]1CN(C)S(=O)(=O)c1cn(C)cn1
  . | 3.3
C[C@H]1CN([C@@H](C)CO)S(=O)(=O)c2ccc(C#CC3(O)CCCC3)cc2O[C@H]1CN(C)C(=O)Nc1cccc(F)c1
  . | -0.2
CCC(=O)N(C)C[C@H]1Oc2cc(-c3ccc(C#N)cc3)ccc2S(=O)(=O)N([C@@H](C)CO)C[C@@H]1C
  . | 2.2
Cc1ccc(-c2cnc3c(c2)C(=O)N([C@H](C)CO)C[C@@H](C)[C@H](CN(C)C(=O)CN(C)C)O3)cc1
  8.1 | -0.5
CO[C@H]1CN(C)C(=O)c2ccc(NC(C)=O)cc2OC[C@@H](C)N(Cc2ccncc2)C[C@@H]1C
  -3.3 | 0.6

# This is a subset; the hit share may differ from the screen's.
